High-throughput results: PubChem, The Scripps Research Institute Molecular Screening Center
PRMT1 FP inh – blocks human protein arginine methyltransferase 1; recombinant PRMT1, activity-based probe fluorescence polarization; Q99873; actives 1.3% (n = 370,000); inhibition, % at 2.79 µM;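 active = inhibition above about 21% made by adding two undisclosed values, limit read from the data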
TDP2 inh – blocks human TDP2 phosphodiesterase activity | inhibition, % at 12.8 µM | AID 720702 | recombinant TDP2, T5PNP hydrolysis, p-nitrophenol absorbance 415 nm | actives 0.34% (n = 370,000);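 active = inhibition above the mean of all tested compounds plus 3 SD, set per campaign, cut at about 25% in these data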;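 also: 0% = DMSO with enzyme and 100% = buffer with substrate but no TDP2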
Target sequence (O95551 whole entry, looked up): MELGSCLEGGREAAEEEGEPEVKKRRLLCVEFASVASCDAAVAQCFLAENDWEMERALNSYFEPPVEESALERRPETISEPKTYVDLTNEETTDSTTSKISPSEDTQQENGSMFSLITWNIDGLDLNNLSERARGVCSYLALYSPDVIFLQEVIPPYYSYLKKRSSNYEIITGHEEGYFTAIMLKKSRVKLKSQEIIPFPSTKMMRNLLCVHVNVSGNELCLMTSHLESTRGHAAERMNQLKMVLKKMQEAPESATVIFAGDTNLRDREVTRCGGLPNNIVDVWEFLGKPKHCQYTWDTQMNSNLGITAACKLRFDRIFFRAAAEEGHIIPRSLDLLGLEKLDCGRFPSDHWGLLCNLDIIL
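Test system: human TDP2 enzyme; Input: 120 nM TDP2 per well; Buffer or medium: Mg2+-containing Tris-HCl buffer, pH 7.5; Reagent: 5 mM T5PNP; Dosing: 12.8 µM single point, 1% DMSO; Incubation: reaction 2 h, 37 °C; Detection: p-Nitrophenol epi absorbance; Read-out: % inhibition relative to enzyme-containing and enzyme-free wells; Replicates: single well per compound.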
SIAE inh – human SIAE inhibition, primary screen; Q9HAT2; SIAE FP-Rh probe binding, fluorescence polarization; inhibition, % at 9.66 µM; actives 0.69% (n = 370,000);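 active = inhibition above a cutoff: mean of compounds within the control limits plus 3 SD of those, cut at about 17% in these data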;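 also: 0% = plate median of compound wells and 100% = probe without SIAE protein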
PG9 Ab binder – binds the HIV-1 gp120 antibody PG9. TR-FRET gp120-PG9 antibody binding. inhibition, % at 6.7 µM. actives 0.43% (n = 360,000). AID 624416; in the data active = inhibition above about 8.5%
LEDGF integ inh – blocks HIV-1 LEDGF/p75-dependent DNA integration. inhibition, % at 3.7 µM. TR-FRET IN-LEDGF/p75 DNA integration, Eu/Cy5. AID 743269. actives 0.64% (n = 370,000);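 active = inhibition above the screen-wide mean plus 3 SD, cut at about 13% in these data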;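 also: signal is the Cy5 over europium emission ratio at 671 and 618 nm; 0% = plate median of compound wells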
TCR CD3 inh – human TCR-CD3 binding inhibition; TAMRA-labeled TCR probe fluorescence, biochemical; inhibition, % at 9.4 µM; actives 0.37% (n = 360,000); AID 651800; in the data active = inhibition above about 19%;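 also: recombinant mutant TCR 2C K166C tagged with TAMRA read by polarization; 0% = receptor in buffer alone and 100% = receptor with positive control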
DDE Tn7 FP inh – inhibitors of Tn7 peptide binding to human fibrin DD(E); FP displacement of FITC-Tn7 peptide from fibrin DD(E); 0% = median of compound wells per plate; inhibition, % at 8.3 µM; actives 0.13% (n = 370,000); P02675;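 active = inhibition above the mean of compounds falling within the control limits plus 3 SD of them, cut at about 14% in these data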;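 also: 0% = plate median of compound wells and 100% = 10 µM Aha-Tn7 peptide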
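System: human fibrin DD(E); quantity: Fibrin-DD(E) at 2 µM final; also added: fluorescent Tn7 probe at 0.1 µM; compound dosing: single nominal test concentration of 8.3 µM per compound; schedule: 10 min preincubation, 3 h with tracer, room temperature; detection: fluorescence polarization of the labelled Tn7 tracer; repeats: one replicate per compound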
HTRA1 inhibitor – HTRA1 (human) protease inhibition. Q92743. recombinant HTRA1, FP-rhodamine activity-based probe, fluorescence polarization. inhibition, % at 5.96 µM. actives 0.5% (n = 340,000); in the data active = inhibition above about 36%;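 also: 0% = enzyme with DMSO and 100% = wells lacking enzyme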
Target sequence (Q92743 whole entry, looked up): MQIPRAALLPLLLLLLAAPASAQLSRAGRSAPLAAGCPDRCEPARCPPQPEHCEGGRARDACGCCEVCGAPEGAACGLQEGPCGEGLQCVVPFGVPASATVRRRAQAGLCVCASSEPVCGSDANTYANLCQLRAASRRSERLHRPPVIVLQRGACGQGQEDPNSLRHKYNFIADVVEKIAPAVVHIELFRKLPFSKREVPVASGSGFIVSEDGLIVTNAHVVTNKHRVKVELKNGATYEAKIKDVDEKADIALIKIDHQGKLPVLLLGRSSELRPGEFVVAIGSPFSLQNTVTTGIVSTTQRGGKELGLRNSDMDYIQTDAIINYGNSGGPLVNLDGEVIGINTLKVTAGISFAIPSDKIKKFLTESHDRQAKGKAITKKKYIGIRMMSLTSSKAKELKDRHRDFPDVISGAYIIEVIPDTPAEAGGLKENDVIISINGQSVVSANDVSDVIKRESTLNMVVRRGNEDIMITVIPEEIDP
UHRF1 MBD2 ctr – UHRF1 methyl-DNA binding inhibition. Q96T88. UHRF1 binding to methylated oligo, TR-FRET. inhibition, % at 4.4 µM. actives 0.75% (n = 370,000). AID 687016; in the data active = inhibition above about 21%;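 also: UHRF1 SRA domain binding a hemimethylated CpG hairpin DNA probe; 0% = median of test compound wells and 100% = reference inhibitor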
mABHD4 FP – inhibitors of mouse ABHD4. Q8VD66. purified mABHD4, FP-Rh probe fluorescence polarization. inhibition, % at 8.92 µM. actives 0.54% (n = 370,000);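 active = inhibition exceeding the mean over every tested compound plus 3 SD, cut at about 30% in these data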;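 also: 0% = plate median of compound wells and 100% = S159A mutant with DMSO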
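System: mouse ABHD4 enzyme, wild type / Medium: HEPES pH 7.0, NaCl, Pluronic buffer / Reagent: FP-Rh activity-based fluorescent probe / Control set: S159A mutant high control, sample median low control / Detection: fluorescence polarization with parallel and perpendicular emission, 525/598 nm / Schedule: 45 min + 60 min at 25 °C / Compound dosing: 8.92 µM, single dose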
* hit, by the source's call; . = no result given.

SMILES	PRMT1 FP inh	TDP2 inh	SIAE inh	PG9 Ab binder	LEDGF integ inh	TCR CD3 inh	DDE Tn7 FP inh	HTRA1 inhibitor	UHRF1 MBD2 ctr	mABHD4 FP
O=C(Nc1ccc2nc(C3CC3)n(Cc3ccccc3)c(=O)c2c1)C1CC1	5	0	-8	-0.7	-1	-3	-2	1	16	5
CC1=CN2C(=NC(=O)CC2(C)C(=O)N(CC(=O)NC2CCCC2)c2ccccc2C)C=C1 (stereo not given)	-1	-7	0	-0.3	0	4	5	2	2	1
CCN1CCN(CCc2nc3cc(NC(=O)COc4ccccc4)ccc3n2C)CC1	1	-16	5	-0.4	-8	7	3	5	2	3
COc1ccccc1CP(=O)(c1ccccc1)c1ccccc1	-2	-8	8	-0.6	2	2	1	5	10	3
O=C(N/N=C/c1cc([N+](=O)[O-])ccc1O)C(O)(c1ccccc1)c1ccccc1	-5	-24	1	-1.7	-6	2	-2	3	-3	6
COc1ccccc1C=NNc1ccc([N+](=O)[O-])cn1	3	-1	0	-2.9	-1	2	1	2	-1	5
CCCNC(=O)c1nn2c(C(F)(F)F)cc(-c3ccccc3)nc2c1Cl	-2	-9	4	-1.6	9	-4	-4	-2	0	-9
Cc1ccc(S(=O)(=O)N(Cc2ccc(F)cc2)Cc2ccco2)cc1	2	3	2	-2.2	-2	3	-6	-16	2	-1
N#Cc1c[nH]n2c(=O)cc(Cc3ccccc3)nc12	-2	1	-8	-0.6	-2	-5	7	6	0	4
CC(C)c1cccc(-c2csc(C(C)(O)c3cccc(F)c3)n2)c1 (stereo not given)	-2	0	-11	-0.2	-4	3	-5	.	1	-34
COC(=O)CSc1nc(C)c(C(=O)Nc2ccccc2C)c(-c2ccc(Cl)cc2)c1C#N	2	-3	-8	9.1*	-3	-1	5	-7	-3	-5
Nc1ccccc1C(=O)NCCCN1CCOCC1	-5	-27	-2	-1.0	4	-10	-8	1	2	-7
Cc1cc([N+](=O)[O-])ccc1NC(=O)C(C)[n+]1ccccc1 (stereo not given)	-4	10	1	0.6	1	4	-2	-3	-1	3
O=C1CCC/C=C\C[C@@H](CC(=O)N(CCO)Cc2ccccc2)C(=O)N[C@H](c2ccccc2)CO1	3	8	4	-0.5	2	11	0	9	22*	5
CCCCCn1c(CN(C)Cc2ccccc2)nc2c1c(=O)n(C)c(=O)n2C	-3	-9	2	-2.3	1	7	2	-1	-2	5

With a hit mark in PG9 Ab binder, among the entries above:
SMILES	PRMT1 FP inh	TDP2 inh	SIAE inh	PG9 Ab binder	LEDGF integ inh	TCR CD3 inh	DDE Tn7 FP inh	HTRA1 inhibitor	UHRF1 MBD2 ctr	mABHD4 FP
COC(=O)CSc1nc(C)c(C(=O)Nc2ccccc2C)c(-c2ccc(Cl)cc2)c1C#N	2	-3	-8	9.1*	-3	-1	5	-7	-3	-5

(cont.)
SMILES	PRMT1 FP inh	TDP2 inh	SIAE inh	PG9 Ab binder	LEDGF integ inh	TCR CD3 inh	DDE Tn7 FP inh	HTRA1 inhibitor	UHRF1 MBD2 ctr	mABHD4 FP
Cc1ccc(C2CC(=O)Nc3c2ccc2ccccc32)cc1[N+](=O)[O-] (stereo not given)	-1	1	-7	0.6	1	3	-6	-44	0	1
COc1cccc(C(CC(=O)NCCN2CCOCC2)NS(=O)(=O)c2ccc(C)cc2)c1OC (stereo not given)	2	-11	-1	-0.5	-1	-1	2	-1	0	-5
COc1ccc(C2CC(c3ccccc3)Nc3nc(N)nn32)cc1 (stereo not given)	-1	3	1	1.8	1	5	3	7	-2	-3
COCCNC(=O)/C(C#N)=C/c1cc(Br)c(O)c(OC)c1	-3	-16	0	-10	-3	-8	-4	2	-1	1
CCCNC(=O)CS(=O)Cc1nc(-c2ccc(OC)cc2)oc1C (stereo not given)	9	-6	11	-1.2	8	-11	1	-1	9	8
COC(=O)c1cc(S(=O)(=O)N2CCN(c3cc(C)ccc3C)CC2)c[nH]1	-2	-1	-11	-0.1	-3	2	7	-24	-1	-19
COc1cc(/C=C2\SC(=O)N(Cc3ccc(Cl)cc3)C2=O)cc([N+](=O)[O-])c1O	-1	8	14	1.7	6	1	-9	10	0	22
COc1ccc(/C=C/CN2CCN(Cc3ccc(F)cc3)C(CCO)C2)cc1 (stereo not given)	-4	-2	1	-0.8	5	-4	4	-2	2	1
CC(C)Cn1c(SCC(=O)NC2CCCc3ccccc32)nc(O)cc1=O (stereo not given)	8	0	4	-1.5	3	5	-12	-3	3	-1
CN(C(=O)COc1ccccc1)c1ccc([N+](=O)[O-])cc1	-3	2	2	1.1	-2	-4	4	-1	-2	4
CCc1ccccc1NC(=O)c1ccc(S(=O)(=O)NCC2CCCO2)cc1 (stereo not given)	3	-14	2	2.4	-3	-7	-1	-7	5	3
CC(CCc1ccccc1)NC(=O)C(=O)NCc1ccccc1 (stereo not given)	-1	-6	0	-0.4	-2	10	6	-2	-1	-2
COc1ccc(C2CC(c3cccc(C)c3)n3ncnc3N2)cc1 (stereo not given)	-2	-5	4	1.2	0	2	-11	-7	-1	7
Cc1cnc(C(=O)Oc2ccc(-c3ccccc3)cc2)cn1	2	0	17*	3.1	-8	-2	-2	-3	0	3
Cc1cc(OCC(=O)NCc2nc(-c3ccccc3)no2)c(C)cc1Br	-2	6	8	0.2	0	0	-8	2	-1	5

Whole records, quoted from the list. Values in the order: PRMT1 FP inh	TDP2 inh	SIAE inh	PG9 Ab binder	LEDGF integ inh	TCR CD3 inh	DDE Tn7 FP inh	HTRA1 inhibitor	UHRF1 MBD2 ctr	mABHD4 FP
Profile of COc1cccc(C(CC(=O)NCCN2CCOCC2)NS(=O)(=O)c2ccc(C)cc2)c1OC (stereo not given) : 2	-11	-1	-0.5	-1	-1	2	-1	0	-5
Profile of COC(=O)CSc1nc(C)c(C(=O)Nc2ccccc2C)c(-c2ccc(Cl)cc2)c1C#N : 2	-3	-8	9.1*	-3	-1	5	-7	-3	-5
Profile of COc1cc(/C=C2\SC(=O)N(Cc3ccc(Cl)cc3)C2=O)cc([N+](=O)[O-])c1O : -1	8	14	1.7	6	1	-9	10	0	22
Profile of CC(C)c1cccc(-c2csc(C(C)(O)c3cccc(F)c3)n2)c1 (stereo not given) : -2	0	-11	-0.2	-4	3	-5	.	1	-34
Profile of O=C(N/N=C/c1cc([N+](=O)[O-])ccc1O)C(O)(c1ccccc1)c1ccccc1 : -5	-24	1	-1.7	-6	2	-2	3	-3	6

(listing goes on)
SMILES	PRMT1 FP inh	TDP2 inh	SIAE inh	PG9 Ab binder	LEDGF integ inh	TCR CD3 inh	DDE Tn7 FP inh	HTRA1 inhibitor	UHRF1 MBD2 ctr	mABHD4 FP
CC(C)n1nccc1N(Cc1ccc(Br)cc1)S(=O)(=O)c1ccccc1	5	-4	4	-1.5	-5	-1	1	-40	2	-13
CCC(C)[C@H](NC(=O)OC(C)(C)C)C(=O)N/N=C/c1ccc2nccnc2c1 (stereo not given in full)	1	3	5	-1.3	-1	5	-6	4	-6	-11
O=C(NC1CCCC1)c1cc(Cl)ccc1[N+](=O)[O-]	-1	-6	7	-3.6	6	1	-6	1	-2	-2
CC(O)CCC(=O)NCCNC(=O)CCC(C)O (stereo not given)	-1	-4	4	1.4	2	5	-1	1	3	0
Oc1cccc(/C=N/N2CCCCC2)c1O	7	5	10	-1.1	11	5	-9	17	0	20
CCOC(=O)CSc1nnc(-c2ccoc2C)n1-c1ccc(OCC)cc1	-2	-10	2	0.1	4	-1	3	-1	-1	-7
Cc1nc(NC(=O)C2CCCC2)sc1Cc1ccc2c(c1)OCO2	2	-7	-6	-2.1	-2	2	1	-19	0	16
Cc1cc(N/N=C/c2cccc(F)c2)nc(NCc2ccccc2)n1	-3	-7	-4	-1.9	0	10	-6	-25	1	39*
O=C(CN1C(=O)NC2(CCCc3ccccc32)C1=O)Nc1cc(F)ccc1F (stereo not given)	-5	3	-5	1.9	2	0	-1	-8	0	-5
Cc1ccc2c(c1)N(CC(=O)N1CCCc3ccccc31)C(=O)CO2	-4	11	0	2.2	-2	-3	0	4	6	-3
Cc1c(NC(=O)Nc2ccc(C#N)cc2)c(=O)n(-c2ccccc2)n1C	1	-2	0	-1.2	2	6	1	5	1	-2
CC1(C(=O)NS(=O)(=O)c2ccc3c(c2)CCO3)CCN1C(=O)c1ccccc1CCc1ccccc1 (stereo not given)	-4	7	3	1.8	0	2	-5	.	2	2
COc1cc(C(=O)NCC(=O)OCC(=O)N2CCc3ccccc32)cc(OC)c1OC	5	-3	3	1.6	-6	-3	1	5	17	2
O=C1c2oc3ccc(F)cc3c(=O)c2C(c2ccc(F)cc2)N1CCCN1CCOCC1 (stereo not given)	2	0	-7	1.1	3	-5	0	1	-2	2
O=C(CSc1nc2ccc(NC(=O)CSc3nnnn3-c3ccccc3)cc2s1)Nc1ccccc1	0	-3	-55	-0.6	1	-4	-8	-27	2	-10
COc1cccc(N=c2oc3cc(O)ccc3cc2C(=O)NCC2CCCO2)c1 (stereo not given)	0	3	7	-0.8	2	6	2	-4	-3	-1
COc1cccc(C2C(C(=O)c3cc4cccc(OC)c4o3)=C(O)C(=O)N2c2cc(C)on2)c1OC (stereo not given)	4	-5	-1	14*	3	-10	-6	-4	0	10
CN1/C(=C\C(=O)COc2ccc3c(c2)OCO3)C(C)(C)c2ccccc21	13	-14	-12	-3.5	-8	-12	0	-18	0	-103
Cc1cc(C(=O)NP(=O)(N2CCOCC2)N2CCOCC2)c(C)n1-c1ccc(N(C)C)cc1	-1	2	9	-0.4	4	3	-3	-3	-3	11
COc1ccc(C(=O)NCc2ccc3c(c2)OCO3)cc1S(=O)(=O)NCc1ccc(Cl)cc1	0	-7	10	-2.4	2	6	-3	-8	-1	-6
Cc1ccc(N2CCN(C3=NC(=O)/C(=C\c4cccs4)S3)CC2)cc1	-6	4	10	0.0	3	1	-2	-8	0	5
CCn1c(C)nc2cc(C(=O)NNC(=O)Nc3ccc(Cl)c(Cl)c3)ccc21	4	-5	-19	0.4	1	-5	2	.	1	2
COc1ccc(C(=O)NN(c2ccccc2)c2ccccc2)cc1	2	-4	6	4.4	-2	-1	6	2	10	-3
